Menin MLL FP TR = inhibitors of human menin-MLL interaction, mutant MLL peptide | Potency, µM (top dose mostly 61.6 µM), for inactives: at the top dose FP activity change, negative = inhibition, hits mostly inhibitors | AID 1768 | actives 0.23% (n = 270,000) | Menin + Texas Red MLL mutant peptide, fluorescence polarization | O00255; active means well fitted inhibition curve with a large enough effect in the polarisation, with a control signal flat, not every such curve was filed as active; inconclusive means small, poorly fitted or top-dose-only effect, or effect the other way, or a change in a side signal; inactive means no such curve, though single readings can be large or run the other way; the % refers to the polarisation; further: potency means the concentration at half of the fitted maximal effect; % of control where 0% means no effect; many of its hits are not listed in these tables
FLuc counter = firefly luciferase modulation, counter-screen for miR-21 project; P08659; purified FLuc, Km substrates, luminescence inhibition; Potency, µM (series often up to 57.5 µM), without a hit: at the top dose activity change, negative = inhibition, hits mostly inhibitors; actives 6.9% (n = 360,000); AID 588342;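 further: potency means the concentration at half of the fitted maximal effect; plate controls were vehicle for no effect and reference inhibitor for full effect; nearly all actives have a fitted effect of over 55% in size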
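Purified P. pyralis luciferase (10nM final) with 10uM D-luciferin and 10uM ATP (Km levels) in 50mM Tris acetate pH 7.5, 10mM Mg acetate, 0.01% Tween-20, 0.05% BSA; qHTS 6-point titration, ~60 µM downward; luminescence read.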
RORg inh = inhibitors of mouse ROR gamma transcriptional activity. actives 5.4% (n = 310,000). P51450. Drosophila S2 Gal4-RORgamma UAS-luciferase reporter, 20 h. Potency, µM (series often up to 53.6 µM), without a hit: at the highest dose activity change, negative = inhibition, actives largely listed as inhibitors. AID 2551; further: potency means the concentration at half of the fitted maximal effect; on the % scale 0 is the no-effect control and ±100 the full control effect; nearly all actives have a fitted effect of over 60% in size
Target sequence (P51450 whole entry, looked up, the tested form may be a part): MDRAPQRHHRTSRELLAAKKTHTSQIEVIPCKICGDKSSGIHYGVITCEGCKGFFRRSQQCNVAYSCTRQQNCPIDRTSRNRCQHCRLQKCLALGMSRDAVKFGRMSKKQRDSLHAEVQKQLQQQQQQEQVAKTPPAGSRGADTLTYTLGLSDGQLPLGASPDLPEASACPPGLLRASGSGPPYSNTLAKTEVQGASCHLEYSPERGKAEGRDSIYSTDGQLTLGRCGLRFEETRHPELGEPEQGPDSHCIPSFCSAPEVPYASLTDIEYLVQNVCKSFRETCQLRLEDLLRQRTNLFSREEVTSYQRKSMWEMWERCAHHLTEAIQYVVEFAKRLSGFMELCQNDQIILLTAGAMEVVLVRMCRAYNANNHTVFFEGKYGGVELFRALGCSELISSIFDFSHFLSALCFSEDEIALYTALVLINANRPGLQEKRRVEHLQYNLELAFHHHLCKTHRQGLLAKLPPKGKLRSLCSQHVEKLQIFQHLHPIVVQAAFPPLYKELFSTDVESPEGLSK
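Luminescence from a UAS-regulated Photinus luciferase reporter in stably transfected Drosophila Schneider cells is measured; decreased signal marks ROR gamma inhibition. Fusion expression is induced by 700 uM copper sulfate for 20 hr.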
Rab9 prom act = Rab9 promoter activation; Huh7 Rab9 promoter-luciferase reporter, luminescence, 24 h; Potency, µM (highest dose often 9.22 µM), for the others: at the top dose activation, negative = inhibition, hits mostly activators; actives 2.8% (n = 320,000); further: potency means the concentration at half of the fitted maximal effect; % of control where 0% means no effect; nearly all actives have a fitted effect of over 60% in size
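Promoter activation is measured as luciferase luminescence in Huh7 cells stably transfected with a Rab9 promoter–luciferase construct, following 24 h compound exposure at 37 °C and 10 min reagent incubation at ambient temperature.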
ELG1 genotoxic = induces genotoxicity in HEK293T cells with luciferase-tagged ELG1; HEK293T ELG1-luciferase reporter, luminescence, 16 h; Potency, µM (doses to about 46 µM), for inactives: at the highest dose activity change, positive = activation, usual class: activators; actives 1.3% (n = 330,000); further: potency means the concentration at half of the fitted maximal effect; % of control where 0% means no effect; nearly all actives have a fitted effect of over 60% in size
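DMSO vehicle served as control against compound-treated ELG1-luciferase HEK293T cells; exposure lasted 16 hr at 37 °C and 5% CO2, followed by ONE-Glo luminescence detection after 30 min.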
p53 reactivation = restores transcriptional activity of mutant p53; H1299 p53-A138V BP100-luciferase reporter, luminescence, 24 h; Potency, µM (titrated, usually from 92.2 µM), inactives show at the top dose activity change, positive = activation, hits mostly activators; actives 0.063% (n = 320,000); further: potency means the concentration at half of the fitted maximal effect; % of control where 0% means no effect; nearly all actives have a fitted effect of over 45% in size
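p53-null H1299 cells stably carrying temperature-sensitive p53-A138V and a BP100-luciferase reporter were pinned with compounds (4-point, 1:5 series) and held 24 hrs at 37 deg C. Luminescence was read 10 min after detection reagent.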
Gal4-VP16 FLuc = Gal4-VP16 reporter inhibition counter-screen. Drosophila S2 Gal4-VP16 UAS-luciferase, luminescence, 20 h. Potency, µM (top dose mostly 53.6 µM), without a hit: at the highest dose activity, negative = inhibition, usual class: inhibitors. actives 3.5% (n = 310,000). AID 2546;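 further: Gal4-VP16 expression switched on by copper sulfate through the metallothionein promoter; potency means the concentration at half of the fitted maximal effect; on the % scale 0 is the no-effect control and ±100 the full control effect; nearly all actives have a fitted effect of over 50% in size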
PKM2 activator = activators of human pyruvate kinase M2 | purified PKM2, Kinase-Glo ATP luminescence, activation; response scale: 0% is enzyme alone, no compound | Potency, µM (highest dose often 57.5 µM), for inactives: at the top dose activation, usual class: activators | actives 0.34% (n = 260,000) | AID 1631; further: potency means the concentration at half of the fitted maximal effect; on the % scale 0 is the no-effect control and ±100 the full control effect; nearly all actives have a fitted effect of over 55% in size
Target sequence (P14618 whole entry, looked up): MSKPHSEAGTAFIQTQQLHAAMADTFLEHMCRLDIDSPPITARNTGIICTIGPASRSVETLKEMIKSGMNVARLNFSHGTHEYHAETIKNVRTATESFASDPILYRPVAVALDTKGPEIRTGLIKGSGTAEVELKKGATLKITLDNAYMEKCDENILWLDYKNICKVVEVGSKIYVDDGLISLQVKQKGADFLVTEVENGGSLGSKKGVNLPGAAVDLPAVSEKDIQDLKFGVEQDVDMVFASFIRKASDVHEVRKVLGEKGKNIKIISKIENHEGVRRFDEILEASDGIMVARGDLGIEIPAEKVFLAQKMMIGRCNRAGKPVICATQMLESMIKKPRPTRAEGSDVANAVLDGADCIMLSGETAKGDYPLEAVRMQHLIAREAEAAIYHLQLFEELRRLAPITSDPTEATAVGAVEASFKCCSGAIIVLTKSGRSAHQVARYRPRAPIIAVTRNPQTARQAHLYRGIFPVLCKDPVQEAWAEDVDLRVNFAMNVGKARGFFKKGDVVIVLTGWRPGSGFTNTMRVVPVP
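Purified hPK-M2 (>95% pure) converted ADP (0.1 mM final) to ATP with 0.5 mM PEP in 50 mM imidazole pH7.2, KCl, MgCl2, Tween 20, BSA; 1 h at room temperature. ATP detected by Kinase-Glo luminescence.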
BRCA1 expr act = increases BRCA1 expression; actives 1.1% (n = 380,000); Potency, µM (top dose mostly 46.1 µM), inactives show top-dose activation, hits mostly activators; AID 624202; MCF7-BRCA1-FFLuc reporter, luminescence, 48 h; response scale: scaled: vehicle 0%, 10 µM genistein 100%; further: potency means the concentration at half of the fitted maximal effect; nearly all actives have a fitted effect of over 80% in size; some results filed as inactive show a strong effect at the top dose
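Compounds are tested at multiple concentrations on MCF7 BRCA1-luciferase reporter cells seeded at 2000 per well; after 48 h, a single luminescence end-point is taken and curves fitted to the normalized data.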
NPC1 prom act = activators of NPC1 promoter; Huh7 NPC1 promoter luciferase reporter, 24 h; Potency, µM (doses to about 9.22 µM), for inactives: at the highest dose activation, most hits filed as activators; actives 2.4% (n = 320,000); AID 485313;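 further: potency means the concentration at half of the fitted maximal effect; % of control where 0% means no effect; nearly all actives have a fitted effect of over 60% in size; reporter is driven by a mutant NPC1 promoter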
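Huh7 reporter cells (NPC1 promoter driving luciferase) are dosed with compound for 24 h at 37 °C, 5% CO2; luciferase detection reagent is then added and luminescence measured after 10 min at ambient temperature.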
Giardia kill = kills Giardia lamblia; Giardia lamblia trophozoite viability; activity change, % at 7.66 µM, hits read low; actives 0.15% (n = 340,000); in the data active means activity change below about -80%; inconclusive means between about -30% and that limit;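 further: parasites exposed to compound for two days anaerobically before the ATP read; on the % scale 0 is the no-effect control and ±100 the full control effect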
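Compounds were tested on trophozoites seeded at 100 cells/well and held 48 hrs at 37 deg C anaerobically. An ATP-based luminescent kit measured the remaining live cells.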
Numbers without * were called inactive; [ ] = remark or other dose. Unless noted, the call rests on the fitted dose curve; in most records, active means well fitted curve in the direction sought with a large enough effect; inconclusive means small, poorly fitted or top-dose-only effect, or another doubt; inactive means no such curve, though single readings can be large; an effect the other way counts as inactive or inconclusive. The list is partial; count on the stated rates, not on these rows.

Start of the data: the first two entries as a preview:
COC(=O)CSc1nc2sc3c(c2c(=O)n1C1CCCCC1)CCN(C)C3 was read as Menin MLL FP TR -21%, FLuc counter 1%, RORg inh -39%, Rab9 prom act -4%, ELG1 genotoxic 2%, p53 reactivation 0%, Gal4-VP16 FLuc -6%, PKM2 activator 11% and NPC1 prom act -1%.
Screening Cc1ccc(C)c(S(=O)(=O)N2CCCC2CNC(=O)C(=O)NCC2CCCO2)c1 (stereo not drawn) returned FLuc counter -2%, Rab9 prom act -6%, ELG1 genotoxic -5%, p53 reactivation -2%, BRCA1 expr act -15%, NPC1 prom act -2% and Giardia kill 19.

This part in full (from the top)
COC(=O)CSc1nc2sc3c(c2c(=O)n1C1CCCCC1)CCN(C)C3 was read as Menin MLL FP TR -21%, FLuc counter 1%, RORg inh -39%, Rab9 prom act -4%, ELG1 genotoxic 2%, p53 reactivation 0%, Gal4-VP16 FLuc -6%, PKM2 activator 11% and NPC1 prom act -1%.
Screening Cc1ccc(C)c(S(=O)(=O)N2CCCC2CNC(=O)C(=O)NCC2CCCO2)c1 (stereo not drawn) returned FLuc counter -2%, Rab9 prom act -6%, ELG1 genotoxic -5%, p53 reactivation -2%, BRCA1 expr act -15%, NPC1 prom act -2% and Giardia kill 19.
Screening CC(Oc1ccccc1F)C(=O)NNC(=O)CCS(=O)(=O)c1ccccc1Cl (stereo not drawn) returned FLuc counter 3%, Rab9 prom act 1%, ELG1 genotoxic 2%, p53 reactivation -1%, BRCA1 expr act -10%, NPC1 prom act 0% and Giardia kill -4.
`C=CCn1c(SCC(=O)Nc2ccc(C(=O)OCC)cc2)nnc1-c1sc(N)nc1C` gave Menin MLL FP TR -10%, FLuc counter inconclusive, RORg inh 1%, Rab9 prom act 1%, ELG1 genotoxic -13%, p53 reactivation 6%, Gal4-VP16 FLuc 5%, PKM2 activator -5%, BRCA1 expr act -26%, NPC1 prom act 7% and Giardia kill -11.
Screening COCc1cc(=O)n2c(-c3ccccc3OC)n[nH]c2n1 returned Menin MLL FP TR -5%, FLuc counter -6%, RORg inh 2%, Rab9 prom act 13%, ELG1 genotoxic -2%, p53 reactivation 24%, Gal4-VP16 FLuc -5%, PKM2 activator 2%, BRCA1 expr act -31%, NPC1 prom act 1% and Giardia kill 21.
`COc1ccc2c(c1)CCc1c(C(=O)Nc3c(C)n(C)n(-c4ccccc4)c3=O)noc1-2` gave Menin MLL FP TR -7%, FLuc counter 24µM*, RORg inh 5%, Rab9 prom act -1%, ELG1 genotoxic -2%, p53 reactivation -1%, Gal4-VP16 FLuc -2%, PKM2 activator -3%, BRCA1 expr act 9%, NPC1 prom act 3% and Giardia kill -8.
Screening COCCCNC(=O)COc1ccc(Cl)c(C)c1 returned Menin MLL FP TR 7%, FLuc counter -9%, RORg inh 22%[10 µM], Rab9 prom act 1%, ELG1 genotoxic 11%, p53 reactivation 2%, Gal4-VP16 FLuc 11%, PKM2 activator -3%, BRCA1 expr act 25%, NPC1 prom act 0% and Giardia kill 1.
For O=C1C2N=NN(CC(=O)N3N=C(c4cccc5ccccc45)CC3c3ccccc3)C2C(=O)N1c1ccccc1 (stereo not drawn) the results were Menin MLL FP TR inconclusive, FLuc counter 5%, RORg inh 43%, Rab9 prom act -7%, ELG1 genotoxic 0%, p53 reactivation 3%, Gal4-VP16 FLuc -2%, PKM2 activator 0%, BRCA1 expr act -51%, NPC1 prom act -8% and Giardia kill 10.
Screening CNc1cc(CSC)nc(SCc2ccc(Cl)c(Cl)c2)n1 returned Menin MLL FP TR 11%, FLuc counter 2%, RORg inh inconclusive, Rab9 prom act -6%, ELG1 genotoxic -8%, p53 reactivation 0%, Gal4-VP16 FLuc inconclusive, PKM2 activator 2%, BRCA1 expr act -5%, NPC1 prom act 0% and Giardia kill 5.
O=C(Nc1ccc(Cl)c(Cl)c1)NC1CCS(=O)(=O)C1 (stereo not drawn) was read as Menin MLL FP TR 23%, FLuc counter -3%, RORg inh 20%, Rab9 prom act 1%, ELG1 genotoxic 0%, p53 reactivation 2%, Gal4-VP16 FLuc 20%, BRCA1 expr act -26%, NPC1 prom act -18% and Giardia kill 2.
`CN(c1ccc(-c2csc(NC(=O)C3CC(=O)N(Cc4ccco4)C3)n2)cc1)S(C)(=O)=O` (stereo not drawn) gave FLuc counter -7%, Rab9 prom act -1%, ELG1 genotoxic -5%, p53 reactivation 1%, BRCA1 expr act 2%, NPC1 prom act 0% and Giardia kill 2.
`CC(NS(C)(=O)=O)C(c1cccs1)N1CCN(Cc2ccccc2)CC1` (stereo not drawn) gave Menin MLL FP TR 32%[activator], FLuc counter 2%, RORg inh -24%, Rab9 prom act -3%, ELG1 genotoxic 0%, p53 reactivation -2%, Gal4-VP16 FLuc 6%, PKM2 activator -9%, BRCA1 expr act 17%, NPC1 prom act -4% and Giardia kill -9.
For O=C(c1ccccc1NS(=O)(=O)c1ccccc1[N+](=O)[O-])N1CCOCC1 the results were Menin MLL FP TR -1%, FLuc counter 3%, RORg inh 2%, Rab9 prom act 3%, ELG1 genotoxic 2%, p53 reactivation 6%, Gal4-VP16 FLuc inconclusive, PKM2 activator -16%, BRCA1 expr act -4%, NPC1 prom act 5% and Giardia kill -8.
`COc1ccc(C(=O)NCCCc2ccccc2)cc1OC` gave Menin MLL FP TR 2%, FLuc counter -9%, RORg inh 9%, Rab9 prom act 0%, ELG1 genotoxic 2%, p53 reactivation 6%, Gal4-VP16 FLuc -2%, PKM2 activator 1%, BRCA1 expr act 25%, NPC1 prom act 4% and Giardia kill 9.
CN(CC(=O)NCCc1ccccc1)S(=O)(=O)c1ccc(Br)s1 was read as Menin MLL FP TR -9%, FLuc counter -1%, RORg inh 1%, Rab9 prom act -6%, ELG1 genotoxic -7%, p53 reactivation -1%, Gal4-VP16 FLuc -21%, PKM2 activator -4%, BRCA1 expr act -13%, NPC1 prom act 1% and Giardia kill -7.
`O=C(N/N=C1\CCCc2c1[nH]c1ccc(Cl)cc21)c1ccncc1` gave Menin MLL FP TR inconclusive, FLuc counter -8%, RORg inh 17%, Rab9 prom act inconclusive, ELG1 genotoxic 7%, p53 reactivation 10%, Gal4-VP16 FLuc -9%, PKM2 activator -6%, BRCA1 expr act -29%, NPC1 prom act inconclusive and Giardia kill -8.
For C[C@H](NC(=O)C1CCN(S(=O)(=O)c2ccccc2)CC1)C(=O)NCc1cccc(Cl)c1 the results were FLuc counter 1%, RORg inh -7%, Rab9 prom act 0%, ELG1 genotoxic 0%, p53 reactivation 8%, Gal4-VP16 FLuc -1%, BRCA1 expr act -7%, NPC1 prom act 1% and Giardia kill inconclusive.
O=C(NCC1CCCO1)c1ccc(CNS(=O)(=O)c2cccc(Cl)c2)cc1 (stereo not drawn) was read as Menin MLL FP TR -7%, FLuc counter -4%, RORg inh 14%, Rab9 prom act -1%, ELG1 genotoxic 0%, p53 reactivation -3%, Gal4-VP16 FLuc -3%, PKM2 activator -11%, BRCA1 expr act 0%, NPC1 prom act 2% and Giardia kill -18.
For CCOc1c(OC)cccc1C(=O)NCC1(c2ccccc2)CCCC1 the results were Menin MLL FP TR inconclusive, FLuc counter 5%, RORg inh inconclusive, Rab9 prom act 4%, ELG1 genotoxic -11%, p53 reactivation 0%, Gal4-VP16 FLuc -5%, BRCA1 expr act -7%, NPC1 prom act -1% and Giardia kill 20.
Screening O=C(CN1CCOCC1)N/N=C/c1cc2ccccc2nc1Cl returned Menin MLL FP TR -1%, FLuc counter 3%, RORg inh -21%, Rab9 prom act -1%, ELG1 genotoxic 2%, p53 reactivation -5%, Gal4-VP16 FLuc 19%, PKM2 activator 0%, BRCA1 expr act 1%, NPC1 prom act -1% and Giardia kill -5.
Screening COC(=O)Cc1nnc(NC(=O)C(C)C)s1 returned Menin MLL FP TR 0%, FLuc counter 3%, RORg inh inconclusive, Rab9 prom act -4%, ELG1 genotoxic 1%, p53 reactivation 2%, Gal4-VP16 FLuc -4%, PKM2 activator 2%, BRCA1 expr act 10%[1.84 µM], NPC1 prom act 7% and Giardia kill -9.
CCC(=O)Nc1cc2c(cc1C(C)=O)OCCO2 was read as Menin MLL FP TR 1%, FLuc counter 1%, RORg inh 12%, Rab9 prom act -3%, ELG1 genotoxic 1%, p53 reactivation -8%, Gal4-VP16 FLuc -17%, PKM2 activator -4%, BRCA1 expr act -7%, NPC1 prom act 2% and Giardia kill -1.
O=C(c1ccco1)N1CCN=C1SCc1cccnc1 was read as Menin MLL FP TR -5%, FLuc counter 2%, RORg inh 18%, Rab9 prom act -10%, ELG1 genotoxic -4%, p53 reactivation inconclusive, Gal4-VP16 FLuc -7%, PKM2 activator 29%, BRCA1 expr act -24%, NPC1 prom act 2% and Giardia kill 7.
